High-throughput results (PubChem BioAssay)
ADAM17 inh = inhibitors of human ADAM17 | P78536 | recombinant ADAM17, EDANS/DABCYL FRET peptide cleavage | inhibition, % at 6.95 µM | actives 0.83% (n = 370,000) | AID 720648;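 active means inhibition above the mean of compounds lying between control limits plus 3 SD, set per campaign, cut at about 8.5% in these data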;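 further: 0% = DMSO-only wells as the low control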
ADAM10 inh = inhibitors of human ADAM10; recombinant ADAM10, EDANS/DABCYL FRET peptide cleavage, 3 h; O14672; actives 0.62% (n = 370,000); inhibition, % at 7 µM;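 active means inhibition above a per-campaign cutoff equal to the mean of compounds falling between control-based bounds plus 3 SD, cut at about 20% in these data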;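 further: 0% = DMSO wells while the 100% control is not disclosed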
Target sequence (O14672 214-748 limits assumed): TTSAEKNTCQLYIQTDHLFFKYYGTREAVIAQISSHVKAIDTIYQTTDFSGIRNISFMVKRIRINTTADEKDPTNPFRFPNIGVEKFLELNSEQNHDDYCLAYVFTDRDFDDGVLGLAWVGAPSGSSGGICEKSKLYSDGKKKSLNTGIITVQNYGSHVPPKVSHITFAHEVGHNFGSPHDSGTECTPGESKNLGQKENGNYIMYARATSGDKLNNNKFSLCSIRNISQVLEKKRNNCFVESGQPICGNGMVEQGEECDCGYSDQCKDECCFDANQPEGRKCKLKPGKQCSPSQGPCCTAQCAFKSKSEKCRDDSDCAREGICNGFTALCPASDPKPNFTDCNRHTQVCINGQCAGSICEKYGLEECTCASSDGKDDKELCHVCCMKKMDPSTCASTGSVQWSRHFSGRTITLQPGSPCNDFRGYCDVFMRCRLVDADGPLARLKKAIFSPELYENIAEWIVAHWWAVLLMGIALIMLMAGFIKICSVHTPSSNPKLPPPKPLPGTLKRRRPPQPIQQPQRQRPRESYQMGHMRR
ARFGAP1 inhibitor = rat ARFGAP1 inhibition; Arfgap1-stimulated ARF1 GTP hydrolysis, GDP FP detection; inhibition, % at 16.5 µM; AID 651572; Q62848; actives 0.26% (n = 360,000);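 active means inhibition above a per-plate limit, mean inhibition of low control wells plus 3 SD, cut at about 25% in these data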;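 further: 0% = DMSO wells with enzyme and 100% = wells lacking Arfgap1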
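system = rat Arfgap1 catalytic domain, aa 1-136 | technique = FP, GDP Alexa 633 tracer displaced from anti-GDP antibody, 620/688 nm | compound = one concentration, 16.5 µM, DMSO 1.26% | medium = HEPES-based buffer, pH 7.5 | timing = compound-enzyme preincubation 20 min, reaction 120 min, detection 60 min, 25 °C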
TDP2 absorb = TDP2 (human) inhibition, absorbance primary screen. inhibition, % at 12.8 µM. actives 0.34% (n = 370,000). recombinant TDP2, T5PNP hydrolysis, p-nitrophenol absorbance 415 nm. AID 720702. O95551;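 active means inhibition above the mean of all tested compounds plus 3 SD, set per campaign, cut at about 25% in these data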;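 further: 0% = DMSO with enzyme and 100% = buffer with substrate but no TDP2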
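Test system: Human TDP2 enzyme | Reagent: 5 mM T5PNP | Compound dosing: 12.8 µM single point, 1% DMSO | Incubation: Enzyme reaction with compound for 2 h at 37 °C | Technique: p-Nitrophenol epi absorbance | Read-out: % inhibition relative to enzyme-containing and enzyme-free wells | Benchmarks: High control without enzyme, low control DMSO plus TDP2 | Replicates: Singlicate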
LEDGF integ inh = blocks HIV-1 LEDGF/p75-dependent DNA integration; actives 0.64% (n = 370,000); inhibition, % at 3.7 µM; TR-FRET IN-LEDGF/p75 DNA integration, Eu/Cy5;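 active means inhibition above the screen-wide mean plus 3 SD, cut at about 13% in these data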;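 further: signal is the Cy5 over europium emission ratio at 671 and 618 nm; 0% = plate median of compound wells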
Tn7 DDE FP = disrupts Tn7 cyclic peptide binding to fibrin D-Dimer-E complex; P02675; FP displacement of FITC-Tn7 peptide from fibrin DD(E); 0% = median of compound wells per plate; inhibition, % at 8.3 µM; actives 0.13% (n = 370,000); AID 720508;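 active means inhibition above the mean of compounds falling within the control limits plus 3 SD of them, cut at about 14% in these data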;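 further: 0% = plate median of compound wells and 100% = 10 µM Aha-Tn7 peptide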
Target sequence (P02675 whole entry, looked up): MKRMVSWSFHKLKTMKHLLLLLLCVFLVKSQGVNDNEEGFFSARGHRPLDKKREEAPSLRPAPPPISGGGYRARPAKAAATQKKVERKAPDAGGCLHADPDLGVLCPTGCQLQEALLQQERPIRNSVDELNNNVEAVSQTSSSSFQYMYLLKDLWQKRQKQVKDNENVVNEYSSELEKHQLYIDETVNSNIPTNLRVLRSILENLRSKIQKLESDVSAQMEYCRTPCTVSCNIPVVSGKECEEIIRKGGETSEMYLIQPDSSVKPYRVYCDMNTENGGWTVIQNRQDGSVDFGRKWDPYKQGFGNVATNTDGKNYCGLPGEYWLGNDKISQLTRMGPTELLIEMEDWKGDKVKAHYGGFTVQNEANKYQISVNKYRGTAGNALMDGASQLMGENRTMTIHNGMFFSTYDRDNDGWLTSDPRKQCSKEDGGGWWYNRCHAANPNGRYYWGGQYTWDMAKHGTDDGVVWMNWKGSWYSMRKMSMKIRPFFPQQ
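Assay system: human fibrin DD(E). Input: DD(E) 2 µM final. Medium: Tris buffer with calcium and detergent, pH 7.8. Compound dosing: single point at 8.3 µM. Timing: 10 min plus 3 h, room temperature. Technique: fluorescence polarization of the labelled Tn7 tracer. Read-out: percent inhibition. Replicates: singlicate testing.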
PLCg1 inh = blocks human PLC-gamma1 enzyme activity; purified PLC-gamma1, fluorogenic substrate, fluorescence; inhibition, % at 12.2 µM; actives 0.84% (n = 370,000); in the data active means inhibition above about 9.5%
KLK7 zymogen act = proKLK7 (human) activation, primary screen | activation, % at 7 µM | actives 0.9% (n = 370,000) | P49862 | purified proKLK7, EDANS-DABCYL substrate fluorescence; 100% is mature enzyme control, 0% vehicle;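 active means activation above the mean of all tested compounds plus 3 SD, computed per campaign excluding outliers beyond control limits, cut at about 13% in these data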
Tn6 DDE FP = DD(E)-Tn6 binding inhibition, primary FP screen | P02675 | Fibrin DD(E) TRITC-Tn6 fluorescence polarization displacement | inhibition, % at 8.3 µM | actives 0.21% (n = 370,000);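 active means inhibition above a per-campaign cutoff: mean of compounds within control limits plus 3 SD, cut at about 15% in these data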;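 further: 0% = median of all compound wells on the plate and 100% = blocking peptide control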
ASAP1 inh = blocks human ASAP1-stimulated Arf1 GTP hydrolysis | Q9ULH1 | GDP FP detection | inhibition, % at 16.5 µM | actives 0.19% (n = 360,000) | AID 624377; in the data active means inhibition above about 25%;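 further: 0% = vehicle with enzyme and substrate and 100% = no enzyme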
* = called active by the depositor.

Screening CCn1c(SCC(=O)Nc2cc(C)on2)nnc1-c1ccc(S(=O)(=O)N2CCCC2)cc1 returned ADAM17 inh 0, ADAM10 inh 0, ARFGAP1 inhibitor 1, TDP2 absorb 14, LEDGF integ inh 2, Tn7 DDE FP -8, PLCg1 inh 0, KLK7 zymogen act -0.6, Tn6 DDE FP -12 and ASAP1 inh -14.
`COc1ccccc1N(C(=O)c1ccco1)C(C(=O)NC1CCCC1)c1ccncc1` (configuration not stated) gave ADAM17 inh 0, ADAM10 inh 2, ARFGAP1 inhibitor 5, TDP2 absorb -1, LEDGF integ inh -3, Tn7 DDE FP 5, PLCg1 inh -3, KLK7 zymogen act 0.2, Tn6 DDE FP -6 and ASAP1 inh -3.
CN1CC(=O)N(CC(=O)Nc2ccc(N(C)C)cc2)c2ccccc2C1=O was read as ADAM17 inh 3, ADAM10 inh 8, ARFGAP1 inhibitor 5, TDP2 absorb -22, LEDGF integ inh -2, Tn7 DDE FP 2, PLCg1 inh 13*, KLK7 zymogen act -0.2, Tn6 DDE FP 2 and ASAP1 inh 12.
CCOc1ccccc1NC(=O)N1CCC(n2nnc3cc(C)ccc32)CC1 was read as ADAM17 inh -8, ADAM10 inh 10, ARFGAP1 inhibitor 10, TDP2 absorb 6, LEDGF integ inh 3, Tn7 DDE FP 4, PLCg1 inh 4, KLK7 zymogen act -1.1, Tn6 DDE FP -1 and ASAP1 inh 2.
`CC1=C(C(=O)OCCC#N)C(c2cc3c(cc2Br)OCO3)NC(=O)N1` (configuration not stated) gave ADAM17 inh 1, ADAM10 inh 0, ARFGAP1 inhibitor 0, TDP2 absorb 12, LEDGF integ inh 2, Tn7 DDE FP -8, PLCg1 inh 1, KLK7 zymogen act -0.1, Tn6 DDE FP 6 and ASAP1 inh -8.
For Clc1cccc(CNc2ccn3nc(-c4ccco4)cc3n2)c1 the results were ADAM17 inh -23, ADAM10 inh -91, ARFGAP1 inhibitor 12, TDP2 absorb -1, LEDGF integ inh -1, Tn7 DDE FP 2, PLCg1 inh -69, KLK7 zymogen act -1.5, Tn6 DDE FP -8 and ASAP1 inh 11.
For Cc1cc(C(=O)N2CCN(c3ccccn3)CC2)c(C)o1 the results were ADAM17 inh -7, ADAM10 inh -14, ARFGAP1 inhibitor -1, TDP2 absorb -3, LEDGF integ inh -4, Tn7 DDE FP 3, PLCg1 inh -9, KLK7 zymogen act 0.2, Tn6 DDE FP 9 and ASAP1 inh 6.
`Cc1ccc(S(=O)(=O)n2c(C)nc3cc(C)ccc32)cc1` gave ADAM17 inh -1, ADAM10 inh -8, ARFGAP1 inhibitor 14, TDP2 absorb -15, LEDGF integ inh 1, Tn7 DDE FP 0, PLCg1 inh -1, KLK7 zymogen act -0.2, Tn6 DDE FP -1 and ASAP1 inh -4.
For CN(CC(=O)NC1CCN(Cc2ccccc2)CC1)S(=O)(=O)c1ccc(Cl)s1 the results were ADAM17 inh -4, ADAM10 inh -11, ARFGAP1 inhibitor -9, TDP2 absorb -15, LEDGF integ inh 4, Tn7 DDE FP -3, PLCg1 inh 6, KLK7 zymogen act 0.3, Tn6 DDE FP -5 and ASAP1 inh -1.
Screening CCOC(=O)C(Oc1ccc2c(-c3ccccc3)cc(=O)oc2c1)c1ccccc1 (configuration not stated) returned ADAM17 inh 1, ADAM10 inh 1, ARFGAP1 inhibitor 1, TDP2 absorb -2, LEDGF integ inh -3, Tn7 DDE FP 3, PLCg1 inh -13, KLK7 zymogen act -1.6, Tn6 DDE FP -1 and ASAP1 inh -5.
O=C(CCN1C(=O)COc2ccccc21)NCCN1CCc2ccccc2C1 was read as ADAM17 inh -2, ADAM10 inh 0, ARFGAP1 inhibitor 0, TDP2 absorb 10, LEDGF integ inh 2, Tn7 DDE FP 1, PLCg1 inh -1, KLK7 zymogen act -0.3, Tn6 DDE FP -3 and ASAP1 inh -3.
`OCCc1c[nH]c2cc(F)ccc12` gave ADAM17 inh -7, ADAM10 inh 8, ARFGAP1 inhibitor 8, TDP2 absorb 1, LEDGF integ inh -2, Tn7 DDE FP 5, PLCg1 inh 0, KLK7 zymogen act 0.6, Tn6 DDE FP -6 and ASAP1 inh 5.
Screening COc1ccc(C2SCC(=O)N2c2nnc(C34CC5CC(CC(C5)C3)C4)s2)cc1 (configuration not stated) returned ADAM17 inh -1, ADAM10 inh -3, ARFGAP1 inhibitor 0, TDP2 absorb 5, LEDGF integ inh 0, Tn7 DDE FP 1, PLCg1 inh 0, KLK7 zymogen act -0.2, Tn6 DDE FP 2 and ASAP1 inh 7.
O=CNc1cc(-c2ccsc2)cn2c(-c3ccccc3)cnc12 was read as ADAM17 inh -8, ADAM10 inh -33, ARFGAP1 inhibitor 10, TDP2 absorb -1, LEDGF integ inh -1, Tn7 DDE FP 3, PLCg1 inh -38, KLK7 zymogen act -1.2, Tn6 DDE FP -13 and ASAP1 inh -12.
Screening Cc1cccc2cc(C3CC(c4ccco4)=NN3C(=O)CCC(=O)O)c(Cl)nc12 (configuration not stated) returned ADAM17 inh 1, ADAM10 inh -1, ARFGAP1 inhibitor -10, TDP2 absorb -4, LEDGF integ inh 3, Tn7 DDE FP -3, PLCg1 inh -2, KLK7 zymogen act -0.1, Tn6 DDE FP -4 and ASAP1 inh -3.

Two consecutive entries already listed:
Screening COc1ccc(C2SCC(=O)N2c2nnc(C34CC5CC(CC(C5)C3)C4)s2)cc1 (configuration not stated) returned ADAM17 inh -1, ADAM10 inh -3, ARFGAP1 inhibitor 0, TDP2 absorb 5, LEDGF integ inh 0, Tn7 DDE FP 1, PLCg1 inh 0, KLK7 zymogen act -0.2, Tn6 DDE FP 2 and ASAP1 inh 7.
O=CNc1cc(-c2ccsc2)cn2c(-c3ccccc3)cnc12 was read as ADAM17 inh -8, ADAM10 inh -33, ARFGAP1 inhibitor 10, TDP2 absorb -1, LEDGF integ inh -1, Tn7 DDE FP 3, PLCg1 inh -38, KLK7 zymogen act -1.2, Tn6 DDE FP -13 and ASAP1 inh -12.

More records.
COc1cccc2c1Oc1ncccc1N(C(=O)CCC(=O)NCc1ccccc1)C2 was read as ADAM17 inh -2, ADAM10 inh 0, ARFGAP1 inhibitor 1, TDP2 absorb 8, LEDGF integ inh 0, Tn7 DDE FP 0, PLCg1 inh 2, KLK7 zymogen act -0.3, Tn6 DDE FP -4 and ASAP1 inh 2.
Screening Cc1ccc(NC(=O)Cn2cncc2-c2ccc([N+](=O)[O-])cc2)cc1C returned ADAM17 inh -2, ADAM10 inh -3, ARFGAP1 inhibitor 3, TDP2 absorb -8, LEDGF integ inh 1, Tn7 DDE FP 7, PLCg1 inh -2, KLK7 zymogen act -1.7, Tn6 DDE FP -4 and ASAP1 inh -8.
`CCCNC(=O)c1cc(C2CCCN(S(=O)(=O)c3ccccc3)C2)on1` (configuration not stated) gave ADAM17 inh -2, ADAM10 inh -5, ARFGAP1 inhibitor 6, TDP2 absorb 3, LEDGF integ inh 0, Tn7 DDE FP -4, PLCg1 inh -2, KLK7 zymogen act -0.3, Tn6 DDE FP -1 and ASAP1 inh -1.
CNS(=O)(=O)c1cccc(C(=O)OCC(=O)/C=C2/N(C)c3ccccc3C2(C)C)c1 was read as ADAM17 inh -19, ADAM10 inh -63, ARFGAP1 inhibitor 14, TDP2 absorb 3, LEDGF integ inh 2, Tn7 DDE FP 2, PLCg1 inh -38, KLK7 zymogen act 0.1, Tn6 DDE FP 6 and ASAP1 inh 5.
For CCCNC(=O)CS(=O)Cc1nc(-c2cccc(OC)c2)oc1C (configuration not stated) the results were ADAM17 inh -1, ADAM10 inh 1, ARFGAP1 inhibitor -4, TDP2 absorb -7, LEDGF integ inh 0, Tn7 DDE FP -4, PLCg1 inh 3, KLK7 zymogen act -0.5, Tn6 DDE FP 7 and ASAP1 inh 6.
`CCSc1ncc(/C=N/Nc2ccc([N+](=O)[O-])cc2)n1C` gave ADAM17 inh -6, ADAM10 inh -3, ARFGAP1 inhibitor 1, TDP2 absorb -3, LEDGF integ inh 2, Tn7 DDE FP -4, PLCg1 inh -13, KLK7 zymogen act -0.3, Tn6 DDE FP -3 and ASAP1 inh 8.
`COCCN(C(=O)c1ccco1)c1nc(-c2ccccc2)cs1` gave ADAM17 inh 2, ADAM10 inh 4, ARFGAP1 inhibitor 8, TDP2 absorb -7, LEDGF integ inh 1, Tn7 DDE FP -5, PLCg1 inh -2, KLK7 zymogen act 0.2, Tn6 DDE FP 0 and ASAP1 inh 8.
Screening CC1CN(C(=O)COc2ccc3ccccc3c2)CC(C)O1 (configuration not stated) returned ADAM17 inh -1, ADAM10 inh -3, ARFGAP1 inhibitor -7, TDP2 absorb -4, LEDGF integ inh -2, Tn7 DDE FP 1, PLCg1 inh 0, KLK7 zymogen act -0.3, Tn6 DDE FP 4 and ASAP1 inh 6.
CC(C)(C)OC(=O)N(CCc1ccccc1)Cc1ccccc1OCc1cccc(NC(=O)C2CCCC2)c1 was read as ADAM17 inh -2, ADAM10 inh 0, ARFGAP1 inhibitor 13, TDP2 absorb 5, LEDGF integ inh 2, Tn7 DDE FP -1, PLCg1 inh 3, KLK7 zymogen act 0.3, Tn6 DDE FP 8 and ASAP1 inh -7.
`Cn1cc(CC(=O)Nc2cccc(C#N)c2)c2ccccc21` gave ADAM17 inh 5, ADAM10 inh 12, ARFGAP1 inhibitor 11, TDP2 absorb -1, LEDGF integ inh -1, Tn7 DDE FP 3, PLCg1 inh 6, KLK7 zymogen act -0.5, Tn6 DDE FP 0 and ASAP1 inh -9.
For CCC(=O)c1ccc(OCC(=O)OCC(=O)c2cc(C)n(C3CC3)c2C)cc1 the results were ADAM17 inh -1, ADAM10 inh 0, ARFGAP1 inhibitor 7, TDP2 absorb 24, LEDGF integ inh -2, Tn7 DDE FP 1, PLCg1 inh 0, KLK7 zymogen act 0.4, Tn6 DDE FP 4 and ASAP1 inh -4.
COc1ccc(NC(=O)Nc2ccc3nc([C@@H]4O[C@H](CO)[C@@H](O)[C@H](O)[C@H]4O)[nH]c3c2)cc1OC1CCCC1 was read as ADAM17 inh -5, ADAM10 inh -18, ARFGAP1 inhibitor 11, TDP2 absorb 9, LEDGF integ inh -4, Tn7 DDE FP 10, PLCg1 inh -5, KLK7 zymogen act 0.2, Tn6 DDE FP -10 and ASAP1 inh 10.
Screening CC(C)Cc1nc2n[nH]c(N)c2c2c1COC(C)(C)C2 returned ADAM17 inh -2, ADAM10 inh -3, ARFGAP1 inhibitor 1, TDP2 absorb 7, LEDGF integ inh -2, Tn7 DDE FP -5, PLCg1 inh -5, KLK7 zymogen act 0.1, Tn6 DDE FP -5 and ASAP1 inh -19.
